# GRK2 inh – inhibitors of human GRK2 displacing RNA aptamer. P25098. bead flow cytometry, FAM-aptamer displacement from GRK2. inhibition of aptamer binding, % at 10 µM. 330,000 compounds, 0.59% hits;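 active means inhibition of aptamer binding above 40%, roughly 3 SD of noise, on plates passing a quality check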;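 further: median bead fluorescence of bound FAM aptamer so fluorescent compounds give negative values; no value below 0 was filed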
# PP5 inh – PP5 (human) phosphatase inhibition; AID 1987; 320,000 compounds, 0.18% hits; purified PP5c, OMFP substrate fluorescence; inhibition, % at 6.7 µM;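 active means inhibition above the campaign's mean inhibition across all tested compounds plus 3 SD, cut at about 9.5% in these data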;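 further: 0% = DMSO only and 100% = 100 µM cantharidin control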
# PP1 counter – PP1-alpha (human) inhibition in PP5 counter-screen. purified PP1alpha, OMFP fluorescence. inhibition, % at 6.7 µM. AID 2235. P62136. 320,000 compounds, 0.9% hits;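 active means inhibition above the mean inhibition of all tested compounds plus 3 SD, computed separately for each screening campaign, cut at about 15% in these data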
# Target sequence (P62136 whole entry, looked up): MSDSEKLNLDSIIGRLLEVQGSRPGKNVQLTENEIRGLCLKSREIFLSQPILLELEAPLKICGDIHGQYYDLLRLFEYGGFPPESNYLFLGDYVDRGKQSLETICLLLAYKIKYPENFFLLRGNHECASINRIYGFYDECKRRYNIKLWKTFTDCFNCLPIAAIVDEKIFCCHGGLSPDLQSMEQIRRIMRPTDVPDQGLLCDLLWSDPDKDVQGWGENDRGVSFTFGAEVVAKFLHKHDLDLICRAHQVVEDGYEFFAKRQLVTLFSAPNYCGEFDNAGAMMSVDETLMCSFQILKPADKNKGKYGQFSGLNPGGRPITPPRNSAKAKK
# proCasp3 act – procaspase-3 (human) activation; recombinant procaspase-3 D3A, Ac-DEVD-pNA absorbance 405 nm; 330,000 compounds, 0.11% hits; activation, % at 8.5 µM; P42574;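 active means activation above the mean of all tested compounds plus 3 SD, cut at about 21% in these data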;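 further: 0% = DMSO alone and 100% = DMSO wells spiked with extra 5 µM PC-3 D3A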
# Target sequence (P42574 whole entry D9A/D28A/D175A): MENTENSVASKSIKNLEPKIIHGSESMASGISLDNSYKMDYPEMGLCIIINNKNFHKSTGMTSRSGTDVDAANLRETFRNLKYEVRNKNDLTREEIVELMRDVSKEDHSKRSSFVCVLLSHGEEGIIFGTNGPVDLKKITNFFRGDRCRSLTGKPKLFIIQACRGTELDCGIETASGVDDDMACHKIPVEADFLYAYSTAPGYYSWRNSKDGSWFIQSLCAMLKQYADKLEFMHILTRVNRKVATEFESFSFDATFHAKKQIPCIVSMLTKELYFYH
#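 Test system: Procaspase-3 D3A mutant, all three cleavage aspartates alanine | Dosing: Single dose, 8.5 µM nominal compound, 0.8% DMSO | Schedule: 1 h preincubation, 2 h reaction | Technique: 405 nm absorbance of p-nitroaniline, reads at 0 and 120 min | Repeats: One well per compound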
# HCV core dimer – HCV core protein dimerization inhibition | 300,000 compounds, 0.33% hits | TR-FRET GST/Flag-core106 dimerization, 1536-well | inhibition, % at 5 µM;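 active means inhibition above the mean of all tested compounds plus 3 SD, set per screening campaign, cut at about 45% in these data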
#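 System: GST/Flag-tagged HCV core106 proteins. Incubation: compound-protein-antibody incubation 4 h at 22.5 °C. Technique: HTRF with 340 nm excitation, 617/671 nm emission. Medium: KF-containing HEPES buffer, pH 7.45, DTT, CHAPS, BSA. Read-out: inhibition (%) from 671 over 617 nm ratio. Also added: Eu(K)-anti-GST 90 ng/mL plus XL665-anti-Flag 1 µg/mL.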
# JMJD2C inh – human JMJD2C demethylase inhibition; Q9H3R0; GST-JMJD2C(1-420) H3K9me3 demethylation, DELFIA europium; inhibition, % at 2.35 µM; 330,000 compounds, 0.069% hits; AID 2099;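 active means more than half of a compound's replicate wells show inhibition beyond 50%, single wells judged on their own value; inconclusive means some, but no more than half, of replicates pass 50% inhibition; inactive means no replicate passes 50% inhibition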;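 further: signal counts dimethyl H3K9 product captured on neutravidin plate; 0% = median of DMSO wells and 100% = 0.3 times that DMSO median; strong numbers were not always called active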
# VLA-4 inh – inhibition in a human VLA-4 binding assay; VLA-4 expressing cells, ligand binding flow cytometry; inhibition, % (about 7 µM as worked out from the volumes in the protocol); 330,000 compounds, 0.2% hits; AID 2557; in the data active means inhibition above about 50%
# proCasp7 act – activates human procaspase-7, counter-screen for procaspase-3 activators; activation, % at 8.5 µM; recombinant procaspase-7, Ac-DEVD-pNA absorbance 405 nm; D23A/D198A/D206A triple mutant, cannot self-cleave; scale: DMSO 0, 5 µM enzyme 100; 330,000 compounds, 0.093% hits;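 active means percent activation above the screen-wide mean plus 3 SD, cut at about 25% in these data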
# Target sequence (P55210 whole entry D23A/D198A/D206A): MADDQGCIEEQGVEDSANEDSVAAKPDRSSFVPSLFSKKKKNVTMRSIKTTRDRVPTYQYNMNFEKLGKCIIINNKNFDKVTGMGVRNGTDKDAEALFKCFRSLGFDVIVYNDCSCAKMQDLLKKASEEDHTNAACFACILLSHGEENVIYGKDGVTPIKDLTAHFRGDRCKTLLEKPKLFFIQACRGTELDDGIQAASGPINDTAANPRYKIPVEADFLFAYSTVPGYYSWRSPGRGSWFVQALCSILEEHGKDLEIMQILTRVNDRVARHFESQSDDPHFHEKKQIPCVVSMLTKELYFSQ
#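 Test system: Procaspase-7 triple mutant (PC-7 D3A). Also added: Ac-DEVD-pNA substrate, 400 µM as added. Schedule: 1 h enzyme–compound preincubation and 2 h substrate reaction, both 25 °C. Signal: p-Nitroaniline absorbance at 405 nm, read at 0 and 120 min. Control set: low DMSO alone, high DMSO plus 5 µM PC-7.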
# CTSL1 counter – counter-screen for PFM18AAP inhibitors: inhibitors of F. hepatica cathepsin L1 | AID 1906 | 300,000 compounds, 0.49% hits | inhibition, % at 5.96 µM | recombinant F. hepatica cathepsin L1, Z-Leu-Arg-MCA fluorescence;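 active means inhibition above the mean of all tested compounds plus 3 SD, set per screening campaign, cut at about 17% in these data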;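 further: 0% = plate median of test compound wells and 100% = 1 µM Z-Phe-Ala-diazomethylketone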
# An asterisk follows results filed as active; ? = inconclusive; nt = not tested or not shown. The order is random; about 2.6% have a hit in one of these screens.
SMILES,GRK2 inh,PP5 inh,PP1 counter,proCasp3 act,HCV core dimer,JMJD2C inh,VLA-4 inh,proCasp7 act,CTSL1 counter
CCOC(=O)CCCCCC(=O)Nc1ccc2c(c1)C(=O)N([C@H](C)CO)C[C@@H](C)[C@H](CN(C)Cc1ccc3c(c1)OCO3)O2,1,nt,nt,-2,nt,26,16,1,nt
CN(C)/C=N/c1ncc(-c2ncc(C(F)(F)F)cc2Cl)cn1,1,0.3,-5,4,-3,-12,-2,-10,1
COc1cc(C2C(C(=O)c3ccco3)=C(O)C(=O)N2c2cc(C)on2)ccc1OCc1ccccc1 (configuration not stated),4,0.2,14,-13,8,26,22,-14,0
CC(C)(C)c1ccc(CSc2nc(N)cc(=O)[nH]2)cc1,0,1.0,3,3,2,178,3,2,1
CC(=O)Nc1ccc(C(=O)N2CCc3cc4c(cc3C2C)OCCCO4)cc1 (configuration not stated),0,-0.7,0,6,3,4,15,2,-1
COc1ccc(OC)c(S(=O)(=O)NCCc2csc(-c3cccnc3)n2)c1,2,2.8,-5,0,-9,16,8,-3,-1
O=C(NC1CCCCC1)C(c1ccc(F)cc1)N(Cc1ccccc1)C(=O)CN1C(=O)c2ccccc2S1(=O)=O (configuration not stated),2,1.2,0,0,14,-9,17,-3,-3
NC(=O)CSc1nnc(-c2ccncc2)n1-c1ccc(Cl)cc1,1,1.2,-2,3,6,10,-15,7,2
O=C(CN1CCc2ccccc21)NC(c1ccccc1)c1ccccc1,0,1.8,17*,-2,15,7,2,1,-2
CC(C)Cn1c(=O)c2c(nc3n2CC(C)CN3Cc2ccccc2)n(C)c1=O (configuration not stated),0,0.2,0,-3,4,1,14,9,2
CCCCc1ccc(NC(=O)CSc2nc(=O)n(CCN(CC)CC)c3c2CCCC3)cc1,1,0.5,3,1,4,1,42,4,1
O=C1c2ccccc2NC(c2ccc3c(c2)OCCO3)N1c1ccc2c(c1)OCCO2 (configuration not stated),5,0.9,-4,5,12,3,6,4,6
C(=N\Nc1ncnc2sc3c(c12)CCC3)/c1ccncc1,1,-1.1,1,-3,-1,-19,-11,-4,2
CC1=NN(C(N)=S)C(=O)C1N=Nc1cccc(C)c1 (configuration not stated),0,0.8,-4,6,-12,13,4,-10,6
COc1ccccc1C(C(=O)NCc1ccc(F)cc1)N(C(=O)c1csnn1)C1CC1 (configuration not stated),1,-0.3,-6,7,8,-6,16,6,-2
CCOC(=O)c1c(-c2ccccc2)nc2ccc(Cl)cn12,5,1.4,1,-4,5,-6,-5,12,2
O=C(COC(=O)c1ccc(S(=O)(=O)N2CCCC2)cc1)NCc1ccco1,7,1.4,1,5,0,1,1,1,-3
O=C(CCNS(=O)(=O)c1ccccc1)OCC(=O)c1ccc[nH]1,0,0.4,-2,-5,16,3,18,7,-16
COc1ccc(/C=N/NC(=O)c2cc(C3CC3)[nH]n2)cc1OC,3,1.4,-3,3,-2,9,17,10,2
O=C(Nc1nnc(CCS(=O)(=O)c2ccc3ccccc3c2)s1)c1ccc([N+](=O)[O-])cc1,2,0.8,-4,-1,-2,1,-6,6,0
O=C(COC(=O)[C@@H]1CCCN1S(=O)(=O)c1ccccc1F)c1ccccc1,1,-2.5,0,6,2,-1,4,4,-6
COC(=O)c1nonc1NCn1nnc2ccccc21,0,-0.2,-6,1,-5,11,-4,-1,4
Cc1ccc(S(=O)(=O)/N=C2/NC(=O)/C(=C/c3ccccc3)S2)cc1,2,0.8,6,3,17,23,9,1,4
COC(=O)c1c(NC(=O)CN(c2ccccc2)S(C)(=O)=O)sc2c1CCCC2,0,6.9,8,11,12,-1,2,3,0
CCCSc1nnc(CNS(=O)(=O)c2ccc(C)cc2)n1C,6,-1.8,-6,-5,1,2,-10,5,-2

# Reprinted from the part before: 6 entries; new compounds follow.
SMILES,GRK2 inh,PP5 inh,PP1 counter,proCasp3 act,HCV core dimer,JMJD2C inh,VLA-4 inh,proCasp7 act,CTSL1 counter
O=C(Nc1nnc(CCS(=O)(=O)c2ccc3ccccc3c2)s1)c1ccc([N+](=O)[O-])cc1,2,0.8,-4,-1,-2,1,-6,6,0
O=C(COC(=O)[C@@H]1CCCN1S(=O)(=O)c1ccccc1F)c1ccccc1,1,-2.5,0,6,2,-1,4,4,-6
COC(=O)c1nonc1NCn1nnc2ccccc21,0,-0.2,-6,1,-5,11,-4,-1,4
Cc1ccc(S(=O)(=O)/N=C2/NC(=O)/C(=C/c3ccccc3)S2)cc1,2,0.8,6,3,17,23,9,1,4
COC(=O)c1c(NC(=O)CN(c2ccccc2)S(C)(=O)=O)sc2c1CCCC2,0,6.9,8,11,12,-1,2,3,0
CCCSc1nnc(CNS(=O)(=O)c2ccc(C)cc2)n1C,6,-1.8,-6,-5,1,2,-10,5,-2
Cc1c(NC(=O)COc2ccc(C(C)C)cc2)c(=O)n(-c2ccccc2)n1C,0,2.1,-2,4,-8,-3,-18,6,1
CCOc1cc(N2CCOCC2)c(OCC)cc1NC(=O)COc1cccc(CC)c1,0,-0.6,1,6,nt,-16,-5,-4,nt
CCOC(=O)c1cnn(-c2nc(CC)nc3sc4c(c23)CCC4)c1N,7,-1.1,1,4,-11,-3,-13,6,6
O=C(CNc1ccc(F)cc1)N/N=C1\CCc2ccccc21,0,5.9,5,-4,-4,-1,-7,-1,4
CCOc1ncccc1C(=O)Nc1ccc2c(c1)OCCO2,3,nt,nt,0,nt,11,8,10,nt
Cc1ccc(C(=O)NNC(=S)NC(=O)c2ccco2)cc1,4,-2.2,-5,-8,0,-14,-6,-16,0
CC(C)C1C(C#N)=C(N)Oc2n[nH]c(C(C)(C)C)c21 (configuration not stated),2,3.1,-2,8,-1,5,14,10,0
CCN(CC)S(=O)(=O)c1cccc(N=Nc2c(O)c3ccccc3oc2=O)c1,2,0.3,-3,4,-3,9,10,6,4
Cc1ccc(-c2csc(NC(=O)c3ccc(C)o3)n2)cc1,2,1.0,-1,8,11,2,-22,8,-3
COc1ccc(C(=O)Nc2ccc3[nH]ccc3c2)cc1,2,4.4,-1,-1,0,5,18,-1,-1
COc1ccc(-c2csc(NC(=O)CN3C(=O)CCC3=O)n2)c(OC)c1,0,-0.4,1,3,2,11,6,9,0
CC(CC(=O)NCc1ccc(Cl)cc1)c1ccccc1 (configuration not stated),0,0.5,0,8,1,13,17,-2,6
COC(=O)c1cccc(NC(=O)c2ccc(S(=O)(=O)N3CCN(C)CC3)cc2)c1,0,4.3,-1,-3,7,-4,5,15,-3
COc1ccc2c(c1)c1nc3n(c(=O)c1n2CC(=O)Nc1cc(C)[nH]n1)CCS3,3,1.3,8,-1,4,-1,-3,3,1
O=C(CSc1ncccn1)NCc1ccccc1Cl,0,4.1,0,-5,-5,1,5,1,-7
NC(=O)C(=O)N/N=C/c1c2ccccc2cc2ccccc12,0,3.5,-5,-3,-18,8,1,-7,-4
Cc1ccc(NC(=O)C(=O)NCCOc2ccccc2Cl)cc1,0,0.2,2,-6,0,-5,-30,-2,1
Cc1nn(C)c(C)c1NS(=O)(=O)c1cccc(Br)c1,3,-2.3,12,-4,5,3,-2,10,-2
CC1CCN(C(=O)CCCNC(=O)Cn2cnc3sc4c(c3c2=O)CCCC4)CC1,0,1.1,-1,-2,-3,-2,1,3,0
O=C(c1ccc(CNS(=O)(=O)c2cccc(Cl)c2)cc1)N1CCCC1,2,2.1,-3,1,-4,-5,21,5,-3
O=C(Nc1ccc2c(c1)OCO2)C1CC(c2ccc(Cl)cc2)=NO1 (configuration not stated),2,-1.2,1,4,-2,29,-3,10,-1
CC(c1ccco1)N(C(=O)C12CC3CC(CC(C3)C1)C2)c1ccccn1 (configuration not stated),1,-1.7,-1,-1,1,-8,12,1,-5
CCOc1nc(-c2ccccc2Cl)ccc1C#N,0,2.9,3,-7,3,-8,-5,-1,3
Clc1ccccc1-c1nnc(-c2cccs2)o1,0,0.2,-2,4,3,-3,-1,7,4
Cc1cc(NC(=O)c2cccc(N3C(=O)CCC3=O)c2)no1,0,1.4,-5,2,-1,6,-2,3,4
SMILES,GRK2 inh,PP5 inh,PP1 counter,proCasp3 act,HCV core dimer,JMJD2C inh,VLA-4 inh,proCasp7 act,CTSL1 counter
CCOC(=O)c1cc2nc(-c3ccccc3)cc(C)n2n1,6,-0.2,-3,1,13,3,3,-3,1
O=C(CSc1cc([N+](=O)[O-])cc(S(=O)(=O)Cc2ccccc2)c1)NC1CC1,0,-1.5,-3,-14,3,4,9,-16,3
O=C(NNC(=O)c1ccncc1)Nc1ccc([N+](=O)[O-])cc1,7,2.3,3,-1,-1,-2,-3,6,2
COc1ccc2o/c(=N/NC(=O)c3cccs3)c(C(N)=O)cc2c1,0,2.2,-2,12,-45,-1,-13,3,0
COc1ccccc1OCCC(=O)OCC(=O)NC(C)c1ccccc1 (configuration not stated),5,0.9,1,-4,-14,15,-2,0,-28
Cc1ccccc1N(C(=O)c1ccccn1)C(C(=O)NCc1ccccc1)c1ccncc1 (configuration not stated),0,0.8,7,-15,-4,-15,12,-5,-5
Cc1ccc(C(=O)Nc2nnc(CC(=O)N/N=C/c3ccncc3)s2)cc1,0,2.3,15*,-2,37,104,-1,4,-1
CCn1cc([N+](=O)[O-])c(=O)c2cc(F)c(N3CCOCC3)cc21,64*,-0.6,1,-11,-7,-22,-8,-69,2
CC(C)(C)c1ccc(OC(=O)c2ccc3snnc3c2)cc1,0,2.4,-2,18,4,-4,15,6,-2
Cc1nn(-c2ccccc2)c(Cl)c1C(=O)NCc1cccs1,0,-2.2,-1,0,36,-1,14,2,5
CCCCOC(=O)c1ccc(Nc2ccc([N+](=O)[O-])cn2)cc1,0,0.4,1,5,0,2,3,-2,-2
CNc1nc(C)c(C(C)(C)C)s1,0,4.1,-12,-15,1,3,9,-15,-4
O=C(O)c1cccc2c1C(=O)c1ccc(Cl)cc1S2(=O)=O,0,0.1,-2,11,nt,4,10,1,nt
CCCCn1c(N)c(N(Cc2ccccc2OC)C(=O)c2sccc2C)c(=O)[nH]c1=O,2,-0.6,3,-2,-5,?,-3,0,6
Cn1c(=O)c2cc(S(=O)(=O)NC(C(=O)N3CCCCCC3)c3ccccc3)ccc2n(C)c1=O (configuration not stated),0,-0.2,0,7,6,nt,17,2,-3
O=C(O)/C=C/c1cn(Cc2ccccc2Cl)nc1-c1ccccc1,1,1.6,2,-5,2,5,5,3,1
C#CCOCCOCCOCCNc1nc(N2CCN(C(=O)CCCCCCCCCCNC(=O)[C@H]([C@@H](C)CC)n3cc(CCCCCN)nn3)CC2)nc(N2CCN(C(=O)CCCCCCCCCCNC(=O)[C@H](CCCCN)n3cc(CCCC(=O)O)nn3)CC2)n1,0,2.7,15,3,-17,nt,6,5,2
Cc1cccc(CSC(Nc2ccc(F)cc2)=C(C#N)C#N)c1,0,3.6,4,-4,2,3,8,2,0

# From PubChem BioAssay
